Screens as filed in PubChem BioAssay.
ROS inducer = raises reactive oxygen species in U2OS cancer cells. U2OS ROS induction, H2DCF-DA fluorescence. ROS induction (% of piperlongumine), % at 10 µM. 46,000 tested, 2% active; in the data active means ROS induction above about 79%, passing the limit was not always enough;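 further: 0% = DMSO vehicle median and 100% = reference compound median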
Active calls of the source: *. Only part of the results is shown; rates above refer to the full screens.

no.	SMILES	ROS inducer
1	CCOC(=O)c1sc(N2CCCCC2)c2c1CC(C)(C)CC2=O	21
2	Cc1noc(C)c1S(=O)(=O)Nc1ccc2c(c1)CC(=O)N([C@H](C)CO)C[C@@H](C)[C@H](CN(C)C(=O)Nc1ccccc1)O2	4
3	COc1ccc(NC(=O)Nc2cccc3c2O[C@H](CN(C)C(=O)Nc2ccc4c(c2)OCO4)[C@H](C)CN([C@H](C)CO)C3=O)cc1	1
4	C[C@@H]1CN([C@@H](C)CO)C(=O)c2cccc(N(C)C)c2O[C@H]1CN(C)S(=O)(=O)c1ccccc1	14
5	C[C@@H]1CN([C@H](C)CO)C(=O)c2cc(NS(=O)(=O)c3ccc(F)cc3)ccc2O[C@H]1CN(C)C(=O)Nc1cccc2ccccc12	6
6	Cc1cnn(CCCNC(=O)NC23CC4CC(CC(C4)C2)C3)c1	-7
7	C[C@@H]1CCC2C(C)(C)[C@H](O)CC[C@]2(C)[C@@]12Cc1c(O)cc3c(c1O2)CNC3=O (some centres undefined)	6
8	O=C(Oc1cc(OC(=O)c2ccccc2)c2c(c1)O[C@H](c1ccc(OC(=O)c3ccccc3)c(OC(=O)c3ccccc3)c1)[C@@H](OC(=O)c1ccccc1)C2)c1ccccc1	-3
9	CC(O)Cn1cnc2c1c(=O)n(C)c(=O)n2C (centres undefined)	-12
10	Cc1sc2nc(SCC(=O)c3cccs3)n(Cc3ccco3)c(=O)c2c1C	15
11	Cc1ccc(C2=NN(C(=O)CCC(=O)O)C(c3cn(-c4ccccc4)nc3-c3ccc(C)cc3)C2)cc1 (centres undefined)	32
12	COc1cc(=O)n(C)c2cc(N(C)C)ccc12	-1
13	C[C@H]1CN([C@@H](C)CO)C(=O)c2cccc(NC(=O)c3ccc(-c4nccs4)cc3)c2O[C@H]1CN(C)C(=O)Nc1ccc2c(c1)OCO2	-16
14	C[C@H]1CN([C@@H](C)CO)C(=O)c2cccc(NS(C)(=O)=O)c2O[C@H]1CN(C)S(=O)(=O)c1ccc(F)cc1	-5
15	C[C@H](CO)N1C[C@H](C)[C@H](CN(C)S(=O)(=O)c2ccc(F)cc2)Oc2ncc(-c3ccc(F)cc3)cc2C1=O	10
16	Cc1noc(C)c1NC(=O)Nc1ccc2c(c1)C(=O)N([C@H](C)CO)C[C@H](C)[C@@H](CN(C)C(=O)NC(C)C)O2	-5
17	C=CCSc1nc(N)cc(=O)[nH]1	23
18	O=C(CNS(=O)(=O)c1ccccc1)Nc1cccc([N+](=O)[O-])c1	-4
19	COc1cc(CO)ccc1OCC(=O)Nc1ccccc1F	-2
20	Cc1noc(C)c1S(=O)(=O)Nc1ccc2c(c1)C(=O)N([C@@H](C)CO)C[C@@H](C)[C@@H](CN(C)S(=O)(=O)c1c(C)noc1C)O2	-4
21	C[C@H](CO)N1C[C@H](C)[C@H](CN(C)CC2CC2)Oc2c(NC(=O)C3CCCCC3)cccc2C1=O	-13
22	C[C@H](CO)N1C[C@H](C)[C@H](CN(C)Cc2ccccc2)Oc2c(NC(=O)c3nc4ccccc4s3)cccc2C1=O	22
23	Cc1ccc(C)c(OCC(O)CN2CCN(CCO)CC2)c1 (centres undefined)	-24
24	COC(=O)CCCCCCC(=O)N/N=C/c1cccc(OCCO)c1	22
25	COc1ccc(C#Cc2ccc3c(c2)[C@]2(C(=O)N3)[C@H](C(=O)NC[C@H](O)c3ccccc3)[C@H]3C(=O)O[C@H](c4ccccc4)[C@H](c4ccccc4)N3[C@@H]2c2ccc(OCCO)cc2)cc1	-1
26	O=C(CNS(=O)(=O)c1cc(Cl)ccc1Cl)Nc1cccc([N+](=O)[O-])c1	6
27	C[C@@H]1CN([C@@H](C)CO)C(=O)c2cc(NC(=O)NC3CCCCC3)ccc2O[C@H]1CN(C)C(=O)Nc1ccccc1	15
28	C[C@@H]1CCCCO[C@H](CN(C)CC2CCCCC2)[C@@H](C)CN([C@H](C)CO)C(=O)c2cc(NS(C)(=O)=O)ccc2O1	19
29	C[C@H](CO)N1C[C@H](C)[C@@H](CN(C)Cc2ccc(C(=O)O)cc2)Oc2c(NC(=O)c3cnccn3)cccc2C1=O	-11
30	C[C@H](NCCc1ccc(O)cc1)[C@H](O)c1ccc(O)cc1	-3
31	CC(=O)Nc1ccc(S(=O)(=O)N(C)C2CCCCC2)cc1	0
32	C[C@@H]1CCCCO[C@H](CN(C)C(=O)Nc2ccc(F)cc2)[C@@H](C)CN([C@H](C)CO)C(=O)c2cc(NC(=O)Cc3ccccc3)ccc2O1	24
33	C[C@@H]1CN([C@@H](C)CO)C(=O)CCCn2nncc2CO[C@H]1CN(C)C(=O)c1ccc2ccn(C)c2c1	94*
34	O=C(COc1ccc([N+](=O)[O-])cc1)Nc1cccc(O)c1	-7
35	Cc1noc(C)c1S(=O)(=O)N(C)C[C@H]1Oc2ccc(NS(=O)(=O)c3ccc(F)cc3)cc2CC(=O)N([C@@H](C)CO)C[C@@H]1C	8
36	Cc1noc(C)c1NC(=O)Nc1ccc2c(c1)CC(=O)N([C@@H](C)CO)C[C@H](C)[C@@H](CN(C)C(=O)Nc1ccc3c(c1)OCO3)O2	-9
37	COc1ccc(NC(=O)Nc2ccc3c(c2)C(=O)N([C@@H](C)CO)C[C@H](C)[C@@H](CN(C)Cc2ccc(Oc4ccccc4)cc2)O3)cc1	23
38	Cc1ccc2[nH]c(CCN(C)C)c(CC#N)c2c1	-7
39	C[C@H]1CN([C@@H](C)CO)C(=O)c2cccc(NC(=O)Nc3cccc4ccccc34)c2O[C@H]1CN(C)C(=O)Nc1ccc(C(F)(F)F)cc1	60
40	O=C(COc1ccccc1)Nc1ccc2nn(-c3ccc(Cl)cc3)nc2c1	-13

Some of the entries so far, as labelled records:
30. C[C@H](NCCc1ccc(O)cc1)[C@H](O)c1ccc(O)cc1
  ROS inducer: -3

25. COc1ccc(C#Cc2ccc3c(c2)[C@]2(C(=O)N3)[C@H](C(=O)NC[C@H](O)c3ccccc3)[C@H]3C(=O)O[C@H](c4ccccc4)[C@H](c4ccccc4)N3[C@@H]2c2ccc(OCCO)cc2)cc1
  ROS inducer: -1

Reprinted: entries 7–17
no.	SMILES	ROS inducer
7	C[C@@H]1CCC2C(C)(C)[C@H](O)CC[C@]2(C)[C@@]12Cc1c(O)cc3c(c1O2)CNC3=O (some centres undefined)	6
8	O=C(Oc1cc(OC(=O)c2ccccc2)c2c(c1)O[C@H](c1ccc(OC(=O)c3ccccc3)c(OC(=O)c3ccccc3)c1)[C@@H](OC(=O)c1ccccc1)C2)c1ccccc1	-3
9	CC(O)Cn1cnc2c1c(=O)n(C)c(=O)n2C (centres undefined)	-12
10	Cc1sc2nc(SCC(=O)c3cccs3)n(Cc3ccco3)c(=O)c2c1C	15
11	Cc1ccc(C2=NN(C(=O)CCC(=O)O)C(c3cn(-c4ccccc4)nc3-c3ccc(C)cc3)C2)cc1 (centres undefined)	32
12	COc1cc(=O)n(C)c2cc(N(C)C)ccc12	-1
13	C[C@H]1CN([C@@H](C)CO)C(=O)c2cccc(NC(=O)c3ccc(-c4nccs4)cc3)c2O[C@H]1CN(C)C(=O)Nc1ccc2c(c1)OCO2	-16
14	C[C@H]1CN([C@@H](C)CO)C(=O)c2cccc(NS(C)(=O)=O)c2O[C@H]1CN(C)S(=O)(=O)c1ccc(F)cc1	-5
15	C[C@H](CO)N1C[C@H](C)[C@H](CN(C)S(=O)(=O)c2ccc(F)cc2)Oc2ncc(-c3ccc(F)cc3)cc2C1=O	10
16	Cc1noc(C)c1NC(=O)Nc1ccc2c(c1)C(=O)N([C@H](C)CO)C[C@H](C)[C@@H](CN(C)C(=O)NC(C)C)O2	-5
17	C=CCSc1nc(N)cc(=O)[nH]1	23

The listing continues.
no.	SMILES	ROS inducer
41	CCOc1cc(S(=O)(=O)NCc2cccnc2)ccc1Cl	75
42	CC1=C(/C=C/C(C)=C/C=C/C(C)=C\C(=O)O)C(C)(C)CCC1	-3
43	Cc1ccc(S(=O)(=O)Nc2ccc3c(c2)C(=O)N([C@@H](C)CO)C[C@@H](C)[C@@H](CN(C)C(=O)NC(C)C)O3)cc1	15
44	C[C@@H]1CN([C@H](C)CO)C(=O)c2cccc(NS(=O)(=O)c3ccc(F)cc3)c2O[C@H]1CN(C)S(=O)(=O)c1ccc(Cl)cc1	-10
45	COc1cc(O)cc(/C=C/c2ccccc2)c1	3
46	Cc1ccc(S(=O)(=O)Nc2ccc3c(c2)CC(=O)N([C@@H](C)CO)C[C@H](C)[C@H](CN(C)Cc2ccc(C(F)(F)F)cc2)O3)cc1	10
47	O=C(c1cc2ccccc2c(=O)o1)N1CCN(C(c2ccccc2)c2ccccc2)CC1	3
48	C[C@@H]1CN([C@H](C)CO)C(=O)Cc2cc(NS(=O)(=O)c3ccc(F)cc3)ccc2O[C@@H]1CN(C)Cc1ccc(C(F)(F)F)cc1	64
49	COc1ccc(NC(=O)Nc2cccc3c2O[C@@H](CN(C)S(=O)(=O)c2ccccc2)[C@@H](C)CN([C@@H](C)CO)C3=O)cc1	3
50	COc1ccccc1Nc1nc(N)nc(CSc2ncccn2)n1	-5
51	COc1ccc(NC(=O)N(C)C[C@H]2Oc3ccc(NC(=O)Nc4ccc5c(c4)OCO5)cc3C(=O)N([C@H](C)CO)C[C@@H]2C)cc1	2
52	C[C@H](CO)N1C[C@H](C)[C@@H](CN(C)C(=O)Nc2ccc3c(c2)OCO3)Oc2ccc(NC(=O)Cc3cn(C)c4ccccc34)cc2C1=O	-12
53	C[C@H]1CN([C@@H](C)CO)C(=O)c2cc(NC(=O)CCN3CCOCC3)ccc2O[C@H]1CN(C)C(=O)Nc1ccc2c(c1)OCO2	10
54	CC(=O)Oc1ccc(C(=O)c2ccccc2)c(OC(C)=O)c1	35
55	COc1ccc(Br)cc1/C=N/NC(=O)c1cccc(C(=O)NO)c1	-10
56	Cc1cccc2c1-c1sc(C(=O)Nc3ccc(S(N)(=O)=O)cc3)cc1CO2	-2
57	C[C@@H]1CN([C@@H](C)CO)C(=O)Cc2cc(NC(=O)c3ccncc3)ccc2O[C@@H]1CN(C)C(=O)Nc1ccccc1	-1
58	C[C@@H]1CN([C@H](C)CO)C(=O)c2cccc(NC(=O)c3ccncc3)c2O[C@H]1CN(C)C	-2
59	COc1ccc(Cl)cc1NC(=O)C(C)N(c1ccc(C)cc1)S(C)(=O)=O (centres undefined)	-8
60	Cc1noc(C)c1S(=O)(=O)Nc1ccc2c(c1)C(=O)N([C@@H](C)CO)C[C@@H](C)[C@@H](CN(C)Cc1ccccc1)O2	-6
61	CNc1[nH]cnc(=S)c1N	-1
62	O=C(N[C@H](COC(=O)[C@H](Cc1ccccc1)NC(=O)c1ccccc1)Cc1ccccc1)c1ccccc1	10
63	CCOC(=O)CSc1nc2c(sc3ccccc32)c(=O)n1Cc1ccccc1	65
64	CC(C)c1ccc(NCC(O)CSc2ccccc2)cc1 (centres undefined)	-2
65	CCn1c(SCC(=O)Nc2ccc(C)cc2)nc2ccc(I)cc2c1=O	2
66	Cc1noc(C)c1NC(=O)N(C)C[C@H]1Oc2ccc(NC(=O)Nc3ccccc3)cc2C(=O)N([C@@H](C)CO)C[C@H]1C	-3
67	COc1ccc(CN(C)C[C@@H]2Oc3c(NS(=O)(=O)c4ccc(C)cc4)cccc3C(=O)N([C@H](C)CO)C[C@H]2C)cc1	-2
68	CS(=O)(=O)N(CC(=O)Nc1cccc(Cl)c1Cl)c1cc(Cl)c(Cl)cc1Cl	-27
69	C[C@@H]1CN([C@H](C)CO)C(=O)Cc2cc(NC(=O)c3ccncc3)ccc2O[C@H]1CN(C)Cc1ccc(Oc2ccccc2)cc1	127*
70	Cc1ccc(S(=O)(=O)Nc2ccc3c(c2)C(=O)N([C@H](C)CO)C[C@H](C)[C@@H](CN(C)S(=O)(=O)c2cccs2)O3)cc1	-5
71	COc1c2ccoc2c(OC)c2oc(=O)ccc12	-14
72	Cn1ncc2c1ncn1nc(Cc3ccccc3)nc21	7
73	C[C@@H]1CN([C@@H](C)CO)C(=O)CCCn2nncc2CO[C@H]1CN(C)S(=O)(=O)c1ccc2ccccc2c1	30
74	C[C@@H]1CN([C@@H](C)CO)C(=O)Cc2cc(NS(=O)(=O)c3ccc(Cl)cc3)ccc2O[C@@H]1CN(C)Cc1ccc(Oc2ccccc2)cc1	5
75	Cc1ccc(S(=O)(=O)N(C)C[C@H]2Oc3ccc(NC(=O)Nc4ccc5c(c4)OCO5)cc3C(=O)N([C@H](C)CO)C[C@@H]2C)cc1	7
76	C[C@@H]1CN([C@@H](C)CO)C(=O)c2cccc(NS(=O)(=O)c3cccs3)c2O[C@@H]1CN(C)Cc1ccc(Cl)c(Cl)c1	2
77	C[C@@H]1CCCCO[C@@H](CN(C)C(=O)c2ccccc2)[C@@H](C)CN([C@H](C)CO)C(=O)c2cc(NS(=O)(=O)c3ccc(F)cc3)ccc2O1	12
78	CS(=O)(=O)N1CCN(c2ccccc2NC(=O)COc2ccc(Cl)cc2)CC1	27
79	C[C@H]1CN([C@@H](C)CO)C(=O)c2cccc(NC(=O)c3ccc(-c4nccs4)cc3)c2O[C@@H]1CN(C)Cc1ccc(Oc2ccccc2)cc1	-6
80	C[C@@H]1CN([C@H](C)CO)C(=O)c2cc(N(C)C)ccc2O[C@H]1CN(C)S(C)(=O)=O	-1
81	Cc1ccc(S(=O)(=O)N(C)C[C@@H]2Oc3c(NC(=O)NC4CCCCC4)cccc3C(=O)N([C@@H](C)CO)C[C@@H]2C)cc1	2
82	C[C@@H]1CN([C@H](C)CO)C(=O)c2cccc(NC(=O)C3CC3)c2O[C@@H]1CN(C)S(=O)(=O)c1cn(C)cn1	-10
83	CNC[C@H]1OCCCC[C@@H](C)Oc2ccc(NC(=O)NC(C)C)cc2C(=O)N([C@H](C)CO)C[C@@H]1C	3
84	COc1ccc(NC(=O)c2ccc3c(c2)NC(=O)c2ccccc2S3)cc1Cl	16
85	CC(C)NC(=O)Nc1ccc2c(c1)CC(=O)N([C@H](C)CO)C[C@@H](C)[C@@H](CN(C)S(C)(=O)=O)O2	-9
86	O=C(CSC1=NCCS1)Nc1ccnc2ccccc12	9
87	C[C@@H]1CN([C@@H](C)CO)C(=O)c2cccc(NS(=O)(=O)c3ccc(Cl)cc3)c2O[C@H]1CN(C)S(=O)(=O)c1ccccc1	1
88	COc1ccc(NC(=O)N(C)C[C@@H]2OCCCC[C@@H](C)Oc3ccc(N(C)C)cc3C(=O)N([C@H](C)CO)C[C@@H]2C)cc1	11
